AmpC detergent: AmpC beta-lactamase inhibition with detergent present | AID 485294 | Potency, µM (titrated, usually from 114 µM), for the others: at the highest dose activity change, negative = inhibition, usual class: inhibitors | P00811 | 370,000 tested, 0.041% active | AmpC hydrolysis of nitrocefin, absorbance 480 nm, 0.01% Triton;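 also: potency is read from the fitted curve at half-maximal effect; 0% = no-compound wells and -100% = no-enzyme wells; nearly all actives have a fitted effect of over 25% in size; some results filed as inactive show a strong effect at the top dose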
Target sequence (P00811 whole entry, looked up): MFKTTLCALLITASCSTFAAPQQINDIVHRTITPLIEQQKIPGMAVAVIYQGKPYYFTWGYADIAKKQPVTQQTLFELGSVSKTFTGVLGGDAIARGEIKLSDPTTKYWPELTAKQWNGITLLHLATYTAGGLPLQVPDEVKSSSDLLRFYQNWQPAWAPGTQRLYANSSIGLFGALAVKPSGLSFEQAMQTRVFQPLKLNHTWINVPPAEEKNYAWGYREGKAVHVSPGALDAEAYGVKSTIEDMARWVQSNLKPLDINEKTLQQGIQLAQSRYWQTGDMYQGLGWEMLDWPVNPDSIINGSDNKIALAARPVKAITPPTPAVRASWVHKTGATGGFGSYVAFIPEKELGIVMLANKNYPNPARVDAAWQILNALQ
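AmpC (5.3 nM in the dispensed reagent) in 20 mM phosphate pH 7.0 with 0.01% (detergent screen) or 0.0001% Triton X-100 was preincubated with compounds for 15 min at room temperature. Nitrocefin was then added from an 800 uM solution, and hydrolysis was followed at 480 nm.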
LmPK inhibitor: blocks Leishmania mexicana pyruvate kinase activity | AID 1721 | purified LmPK, Kinase-Glo ATP luminescence, 1 h | 290,000 tested, 0.37% active | Potency, µM (series often up to 57.5 µM), inactives show at the top dose activity change, negative = inhibition, usual class: inhibitors | Q27686; also: potency is read from the fitted curve at half-maximal effect
Target sequence (Q27686 whole entry, looked up): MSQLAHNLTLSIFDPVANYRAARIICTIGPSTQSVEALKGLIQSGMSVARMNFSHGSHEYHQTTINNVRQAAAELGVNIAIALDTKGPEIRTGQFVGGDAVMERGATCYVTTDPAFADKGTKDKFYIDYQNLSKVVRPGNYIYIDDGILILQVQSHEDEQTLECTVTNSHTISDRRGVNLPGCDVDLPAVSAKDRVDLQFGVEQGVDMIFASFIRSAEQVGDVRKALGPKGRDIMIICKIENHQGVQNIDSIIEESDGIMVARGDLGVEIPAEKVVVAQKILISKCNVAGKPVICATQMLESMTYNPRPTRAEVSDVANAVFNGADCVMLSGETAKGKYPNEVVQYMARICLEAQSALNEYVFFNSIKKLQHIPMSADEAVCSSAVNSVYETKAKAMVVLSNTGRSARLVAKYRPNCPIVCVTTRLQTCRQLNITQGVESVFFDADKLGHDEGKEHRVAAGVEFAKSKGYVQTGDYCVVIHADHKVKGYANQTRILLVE
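Pyruvate kinase activity monitored as ATP production (luciferase luminescence). Conditions: 0.1 nM enzyme, 0.5 mM PEP, 0.1 mM ADP, 1 h, RT; normalized against uninhibited and no-enzyme wells.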
HCV inh: blocks hepatitis C virus. Huh7.5.1 HCVcc-Cre infection, luciferase reporter, 44 h. 340,000 tested, 3.4% active. Potency, µM (highest dose often 41.8 µM), without a hit: at the highest dose activity change, negative = inhibition, actives largely listed as inhibitors. AID 651820; also: potency is read from the fitted curve at half-maximal effect
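Infectious HCVcc-Cre (~0.5 moi) was added to cells just after compound, with cells seeded 4 h earlier at 1,000 per well. Luciferase activity after 44 h culture reported infection; substrate was incubated 15 min at room temperature before reading.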
AMA1-RON2 inh: disrupts binding of P. falciparum AMA1 to RON2 | Potency, µM (series often up to 58.2 µM), without a hit: at the highest dose activity change, negative = inhibition, hits mostly inhibitors | AlphaScreen AMA1-biotinylated RON2 peptide binding | 360,000 tested, 0.2% active;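 also: potency is read from the fitted curve at half-maximal effect; 0% = vehicle wells and -100% = peptide control; nearly all actives have a fitted effect of over 45% in size; some results filed as inactive show a strong effect at the top dose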
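AMA1 (3D7) with his tag at 25 nM final met compounds first, then biotinylated RON2 peptide at 25 nM; detection used donor plus acceptor beads, 10 µg/mL apiece, read by AlphaScreen after 30 min at room temperature.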
TbPYK inhibitor: blocks Trypanosoma brucei pyruvate kinase | Q57TT1 | TbPYK enzyme, Kinase-Glo Plus ATP luminescence, 45 min | Potency, µM (titrated, usually from 76.8 µM), for the others: top-dose activity, negative = inhibition, usual class: inhibitors | 410,000 tested, 0.12% active | AID 624173; also: potency is read from the fitted curve at half-maximal effect; nearly all actives have a fitted effect of over 50% in size
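Assay buffer: 50 mM TEA pH 7.2, 100 mM KCl, 10 mM MgCl2, 0.05% BSA, 0.01% Tween-20. Pyruvate kinase from T. brucei plus substrate met compound, then ADP (130 uM final). Luminescence was read post 45 min RT.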
AmpC no deterg: AmpC beta-lactamase inhibition without detergent; P00811; AmpC nitrocefin hydrolysis, absorbance 480 nm, 0.0001% Triton; Potency, µM (series often up to 57.1 µM), without a hit: at the highest dose activity change, negative = inhibition, most hits filed as inhibitors; 330,000 tested, 0.52% active;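 also: potency is read from the fitted curve at half-maximal effect; plate controls were no compound for no effect and no enzyme for full effect; nearly all actives have a fitted effect of over 20% in size; some results filed as inactive show a strong effect at the top dose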
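20 mM phosphate pH 7.0 + 0.01% (detergent screen) or 0.0001% Triton X-100; 5.3 nM AmpC reagent; cpd preinc 15 min RT; nitrocefin (800 uM stock) to start; A480 q20 s × 4 min; Activity was normalised to no-enzyme and no-compound control wells.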
HCMV antiviral: inhibitors of human cytomegalovirus; HFF cells, HCMV-luciferase reporter, 72 h; hits give low values; activity change, negative = inhibition, % at 57.5 µM; 410,000 tested, 4.5% active; AID 1259415; in the data active = activity change below about -60%; inconclusive = no clear call, values can overlap the other calls; inactive = above about -39%
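HFF cells seeded 16 h at 37C, treated with compounds, infected with luciferase-reporter HCMV at MOI 1 PFU/cell; luciferase read at 72 h post infection, normalized to buffer-only and Salinomycin controls.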
An asterisk follows results filed as active; ? = inconclusive; . = no result given; & = joins results of further samples; [ ] = another dose, or the depositor's remark. Unless noted, calls follow the shape of the dose curve; as a rule, active = well fitted curve in the direction sought with a large enough effect; inconclusive = small, poorly fitted or top-dose-only effect, or another doubt; inactive = no such curve, though single readings can be large; an effect the other way counts as inactive or inconclusive. Unless noted, % is scaled to controls: 0 for no effect and ±100 for the full control effect.

Fields: AmpC detergent | LmPK inhibitor | HCV inh | AMA1-RON2 inh | TbPYK inhibitor | AmpC no deterg | HCMV antiviral
Cc1c(Cl)cnc(NC(=O)COC(=O)[C@H](C)NC(=O)c2ccccc2)c1Cl
 : 6% | . | 17% | 6% | -2% | -24% | -18
CC1=C(C(=O)OC(C)C)C(c2ccncc2)n2ncnc2N1 (stereo unspecified)
 : -3% | -1% | 16% | 3% | -10% | . | 9
Cc1nc(CSc2ccc(Cl)cc2)cc(NCc2ccccc2)n1
 : 2% | 5% | -19% | -1% | 0% | 40% | -30
CC(=O)C1C=CC(C)(C(=O)O)C2C=C(C)C(=O)C(C)(O)C12 (stereo unspecified)
 : . | . | 11% | -2% | -8% | . | ?
COC(=O)CCC(=O)Nc1cccc2ccccc12
 : -4% | 3% | 9% | 3% | -3% | -11% | 19
O=C(N=C1SC2CS(=O)(=O)CC2N1c1ccccc1Cl)C1CCCO1 (stereo unspecified)
 : 1% | -3% | 5% | -1% | -2% | -1% | -4
CN1CCC(=O)N([C@H](CSc2ccccc2)c2ccccc2)CC1
 : -10% | -7% | 21% | 10% | 3% | 20% | 24
O=C(NCc1ccc2c(c1)OCO2)C1CCN(C(=O)Nc2ccc(Cl)cc2)CC1
 : -2% | -1% | ? | -1% | 1% | -25% | 63
O=C(CCS(=O)(=O)c1cccs1)Nc1ccc(C(=O)NC2CCCC2)cc1
 : 0% | 1% | -15% | -1% | -1% | -37% | -32
COC(=O)Cc1[nH]nc2c1C1(C(=O)N(Cc3ccccc3)c3ccccc31)C(C#N)=C(N)O2 (stereo unspecified)
 : ? | 2% | 6% | 1% | 6% | -17% | 33
Cc1ccc(/C=C/c2onc(C)c2S(=O)(=O)N2CCC(C(=O)N3CCOc4ccccc43)CC2)cc1
 : 13% | . | . | . | 3% | . | 24
CN(C)c1ccc(CN(C)C2CCCCC2)cc1
 : -15% | 7% | -22% | -5% | -7% | -2% | -27
NS(=O)(=O)c1ccc(CCNC(=O)C(=O)NCC2OCCN2S(=O)(=O)c2ccc(Cl)cc2)cc1 (stereo unspecified)
 : 6% | -1% | ? | 19% | 6% | -33% | -19
COc1ccc(C2N(c3ccc(F)cc3)C(=O)C3CCCN32)cc1 (stereo unspecified)
 : ? | 8% | 3% | 10% | -1% | 9% | -2
COCc1nnc(NS(=O)(=O)c2ccc(C)cc2)s1
 : ? | 0% | -5% | -10% | 6% | -15% | 13
Cc1c(CC(=O)NCc2ccccc2)c(=O)oc2c(C)c(O)ccc12
 : 1% | . | . | . | -9% | . | -23
Nc1ncnc2c1ncn2C1C=C(CO)C(O)C1O (stereo unspecified)
 : . | . | ? | 14% | -3% | . | .
CN(Cc1ccc(Cl)c(Cl)c1)C(=O)C1CSC2(C)CCC(=O)N12 (stereo unspecified)
 : 5% | . | 0% | -8% | -7% | 40% | -82*
CCCOc1ccc(-c2c(C(=O)N/N=C/c3ccco3)nnn2-c2nonc2N)cc1
 : -2% | 4% | -6% | 70%[activator] | 2% | -36% | ?
FC(F)(F)c1cc(CCN2CCNC[C@@H]2CC2CCCCC2)cc(C(F)(F)F)c1
 : . | . | ? | 0% | -2% | 184%[activator] | -99*
O=C(CN1C(=O)c2ccccc2C1=O)OCc1nc2ccsc2c(=O)[nH]1
 : 16% | . | -5% | 10% | -2% | -3% | -17
Cc1ccc(N=Nc2ccc(O)cc2)c(Br)c1
 : -15% | -3% | -11% | -28% | -7% | ? | 47
CCOc1ccccc1NC(=O)COc1ccc2ccc(=O)oc2c1
 : ? | 0% | -23% | 23% | 2% | -21% | -1
O=C(O)c1cccc2c1-c1c(cccc1[N+](=O)[O-])C2
 : . | . | -1% | -7% | 1% | . | 1
CCn1c(SCC(=O)N2CCC(C(N)=O)(N3CCCCC3)CC2)nc2ccccc2c1=O
 : . | . | -19% | 0% | 1% | . | -6
COC(=O)C(O)(c1ccc(N(C)S(=O)(=O)c2ccccc2)cc1)C(F)(F)F (stereo unspecified)
 : ? | 1% | 9% | 21% | 3% | -9% | 1
CCCCC(=O)Nc1cc(NC(=O)CCCC)cc(C(=O)O)c1
 : 1% | -1% | 5% | 3% | -6% | ? | 11
O=C(NCC(=O)N1CCN(c2ncccn2)CC1)c1ccccc1OC(F)F
 : . | . | 3% | -5% | -1% | -9% | 17
CCc1nnc(NC(=O)CSc2nnc3scc(-c4ccc(C)cc4)n23)s1
 : . | . | -7% | 3% | -7% | . | 25
COCCNc1cc(C)nc2ccccc12
 : -1% | -4% | 10% | 0% | -12% | -3% | 32
COc1cccc(NC(=O)CCCCCn2nnc3ccccc3c2=O)c1
 : 1% | 6% | -9% | -17% | 9% | -15% | -26
O=C(Nc1ccc(C(=O)N2CCCC2)cc1)c1ccccc1Br
 : -11% | -10% | 10% | -10% | 1% | -1% | 20
[O-][n+]1c2c(nn1-c1ccccc1)/C(=N/O)CCC2
 : -1% | -7% | 12% | -5% | -5% | -16% | ?
CCOC(=O)Cc1cc(=O)n2[nH]c(C)c(C#N)c2n1
 : -12% | -4% | -10% | -1% | 2% | -21% | -36
CC(=O)Nc1cncc(-c2ccccc2N(C)C)n1
 : . | . | . | -3% | -6% | . | 2
CC(=O)c1c(C)[nH]c(C(=O)OCC(=O)N2CCc3ccccc3C2)c1C
 : 3% | . | ? | 0% | -4% | -2% | -21
C=CCn1c(C(C)NC(=O)c2ccc(C)cc2)n[nH]c1=S (stereo unspecified)
 : -12% | 4% | 25% | 9% | -16% | -11% | 30
NS(=O)(=O)c1ccc(CCNC(=O)CNC(=O)COc2ccccc2)cc1
 : -7% | 2% | 18% | 10% | 1% | -15% | -7
Cc1cc2nc(-c3ccco3)c(Cc3cccc(F)c3)n2c(C)c1Br
 : . | . | . | -1% | -15% | . | 5
COc1cccc(NC(=O)CN2C(=O)NC(C)(CC(C)C)C2=O)c1 (stereo unspecified)
 : 9% | 6% | 5% | 5% | -1% | -26% | -1
COc1ccc(CC(=O)NNC(=O)c2cccnc2)cc1OC
 : 0% | 4% | 18% | -12% | 0% | -18% | 31
COc1ccc(N2CCCC2=N)c(OC)c1
 : -9% | -2% | 5% | -4% | 0% | -4% | -11
O=C(CCc1nnc2n(Cc3ccccc3Cl)c(=O)c3ccccc3n12)Nc1ccccc1
 : 3% | . | . | . | -1% | . | -20
Cc1ccc(OCC(=O)Nc2ccc(N3CCN(S(C)(=O)=O)CC3)cc2)c(C)c1
 : 0% | -1% | 0% | 16% | 2% | -43% | -7
CCOC(=O)c1ccc(N2C(=O)CC(N3CCC(O)(c4ccc(Cl)cc4)CC3)C2=O)cc1 (stereo unspecified)
 : -8% | 0% | -7% | 5% | -2% | 5% | -20

An excerpt from above in order of count of non-hydrogen atoms, lowest first.
Fields: AmpC detergent | LmPK inhibitor | HCV inh | AMA1-RON2 inh | TbPYK inhibitor | AmpC no deterg | HCMV antiviral
C=CCn1c(C(C)NC(=O)c2ccc(C)cc2)n[nH]c1=S (stereo unspecified)
 : -12% | 4% | 25% | 9% | -16% | -11% | 30
O=C(Nc1ccc(C(=O)N2CCCC2)cc1)c1ccccc1Br
 : -11% | -10% | 10% | -10% | 1% | -1% | 20
COc1cccc(NC(=O)CN2C(=O)NC(C)(CC(C)C)C2=O)c1 (stereo unspecified)
 : 9% | 6% | 5% | 5% | -1% | -26% | -1

New compounds follow
Fields: AmpC detergent | LmPK inhibitor | HCV inh | AMA1-RON2 inh | TbPYK inhibitor | AmpC no deterg | HCMV antiviral
CC(=O)NC(Cc1ccc(C)cc1)C(=O)NC1CCN(C(=O)c2cnccn2)CC1 (stereo unspecified)
 : -12% | 2% | 6%&15% | 5% | -18% | -20% | 6
COc1ccc(Cl)cc1NC(=O)c1cccc(S(=O)(=O)Nc2c(C)n(C)n(-c3ccccc3)c2=O)c1
 : . | . | ? | -3% | -7% | . | 0
O=C1CC(c2ccccc2)CC(O)=C1C=NCCc1ccccc1 (stereo unspecified)
 : 0% | 0% | 27% | 6% | 2% | -2% | -15
CSc1ncccc1C(=O)OCn1nnc2ccccc2c1=O
 : -12% | -8% | 16% | -5% | -11% | -11% | 4
COc1ccc2c(-c3ccccc3)cc(SC(C)C(N)=O)nc2c1 (stereo unspecified)
 : 2% | 4% | 11µM* | 54%[activator] | 3% | 50% | ?
C=CCn1c(SCC(=O)N(CC)C2CCS(=O)(=O)C2)nc2sc3c(c2c1=O)CCC3 (stereo unspecified)
 : 4% | . | -15% | -8% | 3% | -12% | 0
COc1ccc(/C(O)=C2/C(=O)C(=O)N(c3ccccn3)C2c2cccc(Cl)c2)cc1 (stereo unspecified)
 : 2% | 4% | 25% | 0% | -6% | -29% | 43
Cc1cc(C)nc(N/N=C/c2c(CO)cnc(C)c2O)n1
 : -10% | 0% | -29% | 14% | -4% | 3% | -27
Cn1c(Cl)c(/C=N/OC(=O)c2ccccc2Cl)c2ccccc21
 : -6% | 1% | ? | -4% | 8% | ? | -30
CCOC(=O)C1=CC[C@@H](c2ccc([N+](=O)[O-])cc2)N(S(=O)(=O)c2ccc(C)cc2)[C@H]1c1ccccc1
 : . | . | . | -7% | -3% | . | -14
O=C1C=CC(=O)c2c(O)c(CO)c(CO)c(O)c21
 : . | . | 14% | ? | ? | . | -22
CC(C)C[C@H]1CN([C@@H](CC(C)C)CN2CCCC2CN2C(=S)NC[C@@H]2Cc2ccc(O)cc2)C(=S)N1CC1CCCCC1 (stereo partly specified)
 : . | . | -9% | 19% | 2% | . | -107*
CC(C)[C@@H]1COC(c2cccc(C3=N[C@H](C(C)C)CO3)c2)=N1
 : -9% | -7% | -5% | -6% | -5% | 85%[activator] | 9
CN(CCc1cnn(C)c1)Cc1nc(CC2CC2)no1
 : -1% | -2% | 1% | -6% | -3% | -15% | -20
Cc1ccc2nc(SCc3nc(-c4ccc(Cl)cc4)no3)[nH]c2c1
 : 8% | . | . | . | 4% | . | -25
O=C(O)c1cc(Cl)c2c(c1)[C@@H]1C=CC[C@@H]1[C@H](c1ccc(S(=O)(=O)N3CCOCC3)cc1)N2
 : 1% | -15% | ? | -18% | ? | -31% | .

Entries of single compounds from above. Values in the order: AmpC detergent	LmPK inhibitor	HCV inh	AMA1-RON2 inh	TbPYK inhibitor	AmpC no deterg	HCMV antiviral
COc1ccc(/C(O)=C2/C(=O)C(=O)N(c3ccccn3)C2c2cccc(Cl)c2)cc1 (stereo unspecified) is listed as 2%	4%	25%	0%	-6%	-29%	43
C=CCn1c(SCC(=O)N(CC)C2CCS(=O)(=O)C2)nc2sc3c(c2c1=O)CCC3 (stereo unspecified) is listed as 4%	.	-15%	-8%	3%	-12%	0
